SUMO Mot1 rescue = yeast Mot1-301 growth rescue at high temperature, primary screen, SUMOylation pathway inhibitor project, S. cerevisiae, ATP luminescence, 38.5C; 320,000 tested, 1% active; growth rescue, % at 18.8 µM; S. cerevisiae Mot1-301 growth rescue; percent above DMSO median, 100 means doubled;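 active = every valid replicate shows activation above 250% relative to neutral control wells; inactive = the rest, any valid replicate at or below 250%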;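 also: OY570 slx delta 5 strain wells were the positive control but not used for scaling; some compounds called inactive have numbers as strong as hits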
PKA-R1A act = activators of PKA-R1A holoenzyme, primary screen, biochemical, fluorescence polarization, Cy5-IP20, bovine R1A, mouse PKAc | cAMP-dependent protein kinase type I-alpha regulatory subunit (Bos taurus) + … | PKA-R1A dissociation; scaled: DMSO 0%, 113 µM cGMP 100% | activation, % at 11.4 µM | 340,000 tested, 0.083% active;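 active = percent activation above the mean of all tested compounds plus 3 SD, cut at about 19% in these data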;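 also: higher means more PKAc released from R1A so a rise in polarization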
phage Ecoli inh = growth loss of phage-infected E. coli, primary screen, RecBCD inhibitor project, absorbance, with phage, HTS; inhibition, % at 11.9 µM; 360,000 tested, 0.26% active; AID 651602, 2012; in the data active = inhibition above about 11%
AddAB inh = growth inhibition of E. coli expressing H. pylori AddAB, primary screen, AddAB inhibitor project, absorbance; inhibition, % at 11.9 µM; 330,000 tested, 0.29% active; in the data active = inhibition above about 12%;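 also: 0% = vehicle wells of infected cells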
Ecoli viability = E. coli V3065 growth inhibition, primary screen, counter-screen for AddAB inhibitor project, absorbance, OD600; 18 h; inhibition, % at 11.9 µM; 330,000 tested, 0.27% active;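 active = inhibition above the campaign's mean inhibition across all tested compounds plus 3 SD, cut at about 9.9% in these data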;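 also: uninfected addAB+ strain grown without phage in ampicillin broth; 0% = DMSO wells and 100% = ciprofloxacin 0.95 µg/ml wells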
MOR-DOR ag = agonists of OPRM1-OPRD1 heterodimerization, primary screen, cell-based, luminescence | Mu-type opioid receptor (Homo sapiens) + Delta-type opioid receptor (Homo sapiens), … | cells | activation, % at 9.3 µM | 340,000 tested, 0.3% active; in the data active = activation above about 18%;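 also: 0% = vehicle-treated cells and 100% = reference agonist; values of inactives mirror those of a sister screen read the other way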
Target sequence (P35372 whole entry, looked up): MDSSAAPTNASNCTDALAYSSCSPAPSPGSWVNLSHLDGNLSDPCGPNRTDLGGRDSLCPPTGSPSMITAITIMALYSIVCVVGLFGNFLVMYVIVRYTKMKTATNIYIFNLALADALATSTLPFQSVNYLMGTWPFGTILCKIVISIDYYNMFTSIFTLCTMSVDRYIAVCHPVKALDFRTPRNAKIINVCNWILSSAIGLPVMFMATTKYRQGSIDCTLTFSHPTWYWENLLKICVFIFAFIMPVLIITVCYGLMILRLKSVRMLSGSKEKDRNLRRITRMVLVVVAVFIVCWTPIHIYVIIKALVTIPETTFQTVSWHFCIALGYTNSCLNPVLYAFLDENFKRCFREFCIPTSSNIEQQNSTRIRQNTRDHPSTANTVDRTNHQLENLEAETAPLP
Target sequence (P41143 whole entry, looked up): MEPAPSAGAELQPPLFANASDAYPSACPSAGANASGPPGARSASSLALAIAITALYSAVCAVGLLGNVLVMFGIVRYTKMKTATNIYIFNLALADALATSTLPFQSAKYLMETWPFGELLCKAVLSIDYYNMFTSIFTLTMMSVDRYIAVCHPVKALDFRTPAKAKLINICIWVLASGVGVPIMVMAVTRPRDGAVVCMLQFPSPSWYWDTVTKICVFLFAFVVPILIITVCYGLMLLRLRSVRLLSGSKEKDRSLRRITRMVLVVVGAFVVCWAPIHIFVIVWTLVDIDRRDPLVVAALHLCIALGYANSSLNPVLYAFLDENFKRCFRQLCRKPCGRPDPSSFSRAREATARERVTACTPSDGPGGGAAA
PfHsp90 yeast 2 = growth inhibition of PfHsp90-expressing yeast, primary screen, antimalarial PfHsp90 inhibitor project, S. cerevisiae, BacTiter-Glo luminescence, single point, set 2 | BacTiter-Glo ATP, 48 h; yeast lacking PDR1 and PDR3 efflux regulators | inhibition, % at 9.4 µM | 310,000 tested, 0.32% active | AID 504621, 2011;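 active = every replicate shows inhibition above about 80%, whatever the replicate mean, limit read from the data; inconclusive = mean inhibition reaches the set limit but some replicate falls short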;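 also: 0% = DMSO neutral controls and 100% = 20 µM radicicol positive controls; yeast relying on Plasmodium falciparum Hsp90 in place of its own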
Tat transport = E. coli Tat export inhibitors, primary screen, MC4100, TorA-mCherry reporter, fluorescence, single point. inhibition, % at 10 µM. 340,000 tested, 0.036% active. AID 488895, 2010;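 active = mean replicate inhibition at least 50% and at least half of replicates individually reaching 50%; inconclusive = only one of the two criteria met; inactive = neither criterion met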;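 also: exported cargo escapes ClpAP degradation while cytoplasmic cargo is degraded and loses fluorescence; 0% = median of neutral control wells and 100% = median of NaSCN control wells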
OPRM1-OPRD1 inv = inverse agonists of MOR-DOR heterodimerization, primary screen, cell-based, luminescence; Mu-type opioid receptor (Homo sapiens) + Delta-type opioid receptor (Homo sapiens), …; cell-based MOR-DOR heterodimer luminescence, inverse agonism; inhibition, % at 9.3 µM; 340,000 tested, 0.21% active; in the data active = inhibition above about 22%, passing the limit was not always enough;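 also: 0% = cells with DMSO and 100% = wells without cells with DMSO; values of inactives mirror those of a sister screen read the other way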
PKA-R2B activ = activators of PKA-R2B holoenzyme, primary screen, biochemical, fluorescence polarization, Cy5-IP20, human. activation, % at 11.4 µM. cAMP-dependent protein kinase catalytic subunit beta (Homo sapiens) + cAMP-dependent …. AID 504700, 2011. PKA-R2B holoenzyme dissociation; R2B truncated from residue 108, S112A mutant; 0% DMSO only, 100% 113 µM cGMP. 340,000 tested, 0.079% active;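 active = activation above a cutoff set at the mean over all compounds plus 3 SD, cut at about 18% in these data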;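 also: higher means more holoenzyme dissociation and a rise in polarization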
HTR5A inv ctr = HTR5A inverse agonists in luminescence cell assay, primary screen, counter-screen for OPRM1-OPRD1 heterodimer inverse agonist project, full-deck HTS; HTR5A cell line, inverse agonism; inhibition, % at 9.3 µM; 340,000 tested, 0.083% active; in the data active = inhibition mostly above about 23%, no sharp cut-off; inactive = mostly below about 18%;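 also: 0% = cells with DMSO and 100% = no-cell wells with DMSO; some compounds called inactive have numbers as strong as hits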
An asterisk follows results filed as active; i = inactive; ? = inconclusive; . = no result given.

SMILES	SUMO Mot1 rescue	PKA-R1A act	phage Ecoli inh	AddAB inh	Ecoli viability	MOR-DOR ag	PfHsp90 yeast 2	Tat transport	OPRM1-OPRD1 inv	PKA-R2B activ	HTR5A inv ctr
C[C@]12CC[C@H](O)CC1=CCC1C2CC[C@@]2(C)C1CC[C@@H]2NC(=O)[C@@H](N)Cc1ccccc1 (stereo partly specified)	10	-1	3.6	-0.7	0.3	8.3	40	-1	-43	-18	1
C[C@@H]1CN(Cc2nc(-c3cccs3)no2)C[C@H](C)O1	-9	1	4.1	0.3	3.5	-0.7	-19	-1	4	5	-12
Fc1ccc(N2CCN(c3nc(-c4ccco4)cc(C(F)(F)F)n3)CC2)cc1	2	-6	-1.9	1.0	-1.6	-1.1	.	8	6	-9	-7
CCOC(=O)c1sc(N)c(C#N)c1CSc1nc2ccc(OCC)cc2[nH]1	33	-4	3.7	3.6	2.1	-0.2	5	-3	1	-11	-6
O=C(CSc1nnc(-c2ccccc2Br)o1)Nc1cccc2ccccc12	9	-13	2.8	2.1	-0.7	-1.8	-17	-4	11	-9	9
CCN(CC(=O)Nc1ccc(OC)cc1)C(=O)c1ccc(OCc2c(C)noc2C)cc1	.	3	-0.7	.	.	-3.1	-3	-8	16	-4	-7
CCCn1c(N)c(C(=O)CSc2nc3ccccc3c(=O)n2-c2ccc(OC)cc2)c(=O)[nH]c1=O	36	-5	3.2	2.6	-0.2	-2.4	-24	0	12	-1	1
COc1ccc(CN2CCCN(S(=O)(=O)c3ccc(Br)cc3)CC2)cc1	0	-12	4.6	1.2	-0.2	1.5	0	3	-7	1	1
CCOc1cc(CNc2ccc3c(c2)OCCO3)cc(Br)c1OC	-17	-12	2.0	0.3	0.6	-0.8	2	-10	4	-7	-11
COc1ccccc1NC(=O)Nc1ccc(C(=O)N2CCCCC2)cc1	-19	-1	1.1	0.1	-1.5	-0.6	31	0	3	4	-1
CCc1nnc(N/N=C/c2ccccc2F)n1N	-18	-8	4.9	4.5	2.9	5.3	-14	7	-28	-2	3
CC(=O)NNC(=O)N1Cc2ccccc2Oc2ccc(Cl)cc21	0	3	3.5	-1.8	-0.4	-0.8	-12	1	4	-2	-38

Overlap with the part before: five entries, then new ones.
SMILES	SUMO Mot1 rescue	PKA-R1A act	phage Ecoli inh	AddAB inh	Ecoli viability	MOR-DOR ag	PfHsp90 yeast 2	Tat transport	OPRM1-OPRD1 inv	PKA-R2B activ	HTR5A inv ctr
COc1ccc(CN2CCCN(S(=O)(=O)c3ccc(Br)cc3)CC2)cc1	0	-12	4.6	1.2	-0.2	1.5	0	3	-7	1	1
CCOc1cc(CNc2ccc3c(c2)OCCO3)cc(Br)c1OC	-17	-12	2.0	0.3	0.6	-0.8	2	-10	4	-7	-11
COc1ccccc1NC(=O)Nc1ccc(C(=O)N2CCCCC2)cc1	-19	-1	1.1	0.1	-1.5	-0.6	31	0	3	4	-1
CCc1nnc(N/N=C/c2ccccc2F)n1N	-18	-8	4.9	4.5	2.9	5.3	-14	7	-28	-2	3
CC(=O)NNC(=O)N1Cc2ccccc2Oc2ccc(Cl)cc21	0	3	3.5	-1.8	-0.4	-0.8	-12	1	4	-2	-38
CCOc1ccc(N(CC(=O)Nc2cccc(C)c2C)S(=O)(=O)c2c(C)[nH]c(=O)[nH]c2=O)cc1	1	7	-1.9	0.8	-3.3	-0.7	1	-3	4	5	4
CC1CCCC(NC(=O)CN2C(=O)NC(c3ccccc3)(c3ccccc3)C2=O)C1C (stereo unspecified)	.	3	2.7	.	.	0.6	25	0	-3	-7	3
Cc1ccc(S(=O)(=O)N2CCOCC2)cc1C(=O)OC(C)C(=O)NC1CCCC1 (stereo unspecified)	-8	-3	1.7	0.4	-3.5	0.5	7	-1	-2	0	-10
CC(C)CCSc1nc2ccccc2[nH]1	-18	-10	5.1	1.8	1.7	-1.9	22	-2	9	-6	-13
CC(C)(C)c1nc(SCC(=O)c2ccccc2)c2ccccc2n1	7	-16	2.6	-0.8	1.5	3.4	-19	4	-18	-10	-16
NC(=O)CSc1nnc2n(N)c(=O)c3ccccc3n12	-15	-11	0.9	-0.7	0.5	-1.2	-4	-6	5	-2	-18
Cc1ccc(-c2cnc(NC(=O)CCC(=O)N(C)Cc3ccccc3)n2C)cc1	-26	3	-0.3	0.1	-4.6	-2.1	7	3	13	7	-15
O=C(CCc1ccc(S(=O)(=O)N2CCOCC2)cc1)OCC(=O)c1ccccc1F	-10	-10	0.1	4.0	-0.8	-2.3	-30	-1	9	-5	2
CCn1c(SCC(=O)Nc2ccc(S(N)(=O)=O)cc2)nnc1-c1ccccc1OC	11	8	5.3	-0.3	1.2	-0.7	2	-1	4	-1	-3
COC(=O)COc1cccc(NC(=O)c2ccc(C)cc2)c1	10	1	3.7	2.6	-0.4	-2.6	12	-11	13	-4	-31
CC(=O)Oc1ccc2c(C)c(CC(=O)N3CCN(C(=O)C4COc5ccccc5O4)CC3)c(=O)oc2c1C (stereo unspecified)	29	-5	1.8	-0.1	0.9	-4.1	14	6	20	-5	27
Cc1cc(C)n(-c2nncc(-c3ccccc3)n2)n1	-19	2	1.6	1.8	0.8	-1.2	-4	-11	7	5	19
COc1ccc(S(=O)(=O)N2CCCCC2)cc1NC(=O)C1CCCC1	2	0	0.3	1.3	-1.1	-1.9	4	1	10	6	-5
OC(CNC1CCCC1)COc1ccccc1Br (stereo unspecified)	11	-11	3.3	.	.	-1.3	20	2	7	-8	-3
O=C(C1CCCN(c2ncnc3c2nc2n3CCCCC2)C1)N1CCN(c2ccccc2F)CC1 (stereo unspecified)	-12	-7	1.3	2.5	0.2	-1.6	1	6	8	-6	-29
CCOc1ccc(NC(=S)Nc2ccc(C)c([N+](=O)[O-])c2)cc1	15	-1	3.6	3.9	-0.6	-0.6	-19	-6	3	1	2
O=C(CNC(=O)c1cc(Cl)cc([N+](=O)[O-])c1)OCC(=O)N1CCCCC1	9	12	3.9	0.1	-2.3	3.0	10	-2	-12	-5	-3
O=S(=O)(c1cccc2cccnc12)n1cnc2ccccc21	-14	-8	0.3	4.4	0.0	-3.7	-11	-3	17	9	8
CC(=NNC(=S)N1CCCCCC1)c1cccc2cccnc12	.	7	0.6	.	.	-6.8	7	1	35	5	12
Cc1ccccc1-n1nc(C)c(N=O)c1N	-12	-5	4.1	1.9	-3.4	-2.3	-39	-1	12	8	-5
CC(C)(C)c1ccc(S(=O)(=O)N2CCN(C(=O)c3ccc4c(c3)C(=O)N(Cc3ccncc3)C4=O)CC2)cc1	.	-12	3.3	.	.	-1.5	7	-12	8	-6	5
COc1ccc(CNC(=O)CCCn2nc([N+](=O)[O-])cc2C)cc1	19	-11	4.0	0.9	0.0	-2.9	-13	-14	15	1	-7
O=C(CN1CCCN(S(=O)(=O)c2ccc(F)cc2)CC1)Nc1ccccc1Br	-21	-4	-1.6	0.2	2.3	3.6	-5	5	-21	-2	15
CCOC(=O)C1(CCOc2ccccc2)CCN(Cc2cccn2-c2cccnc2)CC1	34	-6	3.9	-0.4	1.2	224*	4	5	i	0	5
O=c1[nH]c(/C(Cl)=C/c2cc(Cl)ccc2O)nc2cc(Cl)ccc12	-19	-1	3.6	0.2	-2.2	1.0	0	-5	-6	-3	-41
O=C(/C=C/c1cccc([N+](=O)[O-])c1)NCCSCc1ccco1	4	-3	3.4	2.6	0.0	-3.1	-1	-3	16	-8	15
Cc1ccccc1C(=O)OCC(=O)NCC1COc2ccccc2O1 (stereo unspecified)	.	7	1.1	.	.	0.0	.	3	0	2	18
CCN(CC)CCn1cnc2c([nH]c3cccc(OC)c32)c1=O	-14	-7	-1.6	3.0	0.7	-1.5	-27	-2	8	6	0
Cc1ccc(NS(=O)(=O)c2ccc(CCC(=O)N3CCOCC3)cc2)cc1	13	-8	0.2	0.4	-0.5	-2.6	-15	9	12	8	7
COc1cc(/C=N/n2nnnc2N)ccc1OC(C)C	-4	7	1.4	.	.	-2.9	-12	-7	14	1	-14
O=c1cc(N2CCCCC2)nc2n1CCCS2	5	-2	2.3	3.8	-1.2	2.0	.	-4	-10	-3	6
CNC(=O)c1cc(NC(=O)N(CCC#N)CCN(C(=O)NC(Cc2ccccc2)C(=O)NC(CC(C)C)C(=O)NC)c2ccccc2)ccc1OC (stereo unspecified)	.	-14	3.2	.	.	-1.8	1	26	9	-7	-14
Cc1c(C)c2ccc(OC(C)C(=O)NC3CCN(Cc4ccccc4)CC3)cc2oc1=O (stereo unspecified)	-12	-6	6.3	1.6	-2.4	-3.4	-1	7	17	-2	1
COc1ccc(/C(C)=N/NC(=O)c2cccc(S(=O)(=O)N3CCCC3)c2)c(O)c1	-10	-2	-2.5	-2.6	0.4	-3.5	2	-2	18	-1	5
CN1CCc2c(sc3nc(SCC(=O)N4CCOCC4)nc(N)c23)C1	.	9	4.3	0.7	-0.2	5.4	2	?	-30	7	10
Cc1ccc(CCNC(=O)c2ccc3nc4ccc(Cl)cc4c(=O)n3c2)cc1	61	1	0.5	0.7	-0.5	-1.8	-3	-11	8	-4	-5
CN(C)C(=O)CSc1nnc(-c2cccnc2)n1-c1ccccc1	-2	-4	3.3	4.4	3.3	-3.4	10	-2	17	-10	8

Three structures out of the list, ordered by molecular weight, descending.
SMILES	SUMO Mot1 rescue	PKA-R1A act	phage Ecoli inh	AddAB inh	Ecoli viability	MOR-DOR ag	PfHsp90 yeast 2	Tat transport	OPRM1-OPRD1 inv	PKA-R2B activ	HTR5A inv ctr
CCOC(=O)c1sc(N)c(C#N)c1CSc1nc2ccc(OCC)cc2[nH]1	33	-4	3.7	3.6	2.1	-0.2	5	-3	1	-11	-6
Cc1ccc(NS(=O)(=O)c2ccc(CCC(=O)N3CCOCC3)cc2)cc1	13	-8	0.2	0.4	-0.5	-2.6	-15	9	12	8	7
O=S(=O)(c1cccc2cccnc12)n1cnc2ccccc21	-14	-8	0.3	4.4	0.0	-3.7	-11	-3	17	9	8
